# LmPK inh: inhibitors of Leishmania mexicana pyruvate kinase; Q27686; purified LmPK, Kinase-Glo ATP luminescence, 1 h; Potency, µM (top dose mostly 57.5 µM), without a hit: at the highest dose activity change, negative = inhibition, hits mostly inhibitors; 0.37% of 290,000 active; note: potency is the fitted concentration of half-maximal effect; % is set by controls: 0 for no effect and ±100 for the full control effect
# Target sequence (Q27686 whole entry, looked up): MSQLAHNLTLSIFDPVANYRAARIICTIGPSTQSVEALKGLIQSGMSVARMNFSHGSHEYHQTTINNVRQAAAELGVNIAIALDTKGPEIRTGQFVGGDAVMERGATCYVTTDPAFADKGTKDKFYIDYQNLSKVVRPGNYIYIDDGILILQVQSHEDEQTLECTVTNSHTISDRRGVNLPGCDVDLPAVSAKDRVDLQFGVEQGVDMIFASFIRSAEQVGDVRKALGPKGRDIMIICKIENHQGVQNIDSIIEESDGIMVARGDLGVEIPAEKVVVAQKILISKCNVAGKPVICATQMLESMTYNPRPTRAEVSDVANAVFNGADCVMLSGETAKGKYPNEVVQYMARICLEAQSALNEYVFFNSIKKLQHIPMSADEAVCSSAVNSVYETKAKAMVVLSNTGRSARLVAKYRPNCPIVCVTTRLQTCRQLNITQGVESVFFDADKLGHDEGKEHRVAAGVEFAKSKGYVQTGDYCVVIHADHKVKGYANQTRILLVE
#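 0.1 nM LmPK, 0.5 mM PEP, 0.1 mM ADP; 50 mM imidazole pH 7.2, 7 mM MgCl2, 50 mM KCl; 1 h RT. Kinase-Glo luminescence readout, normalized to no-enzyme (full inhibition) and uninhibited wells.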
# Tb PYK inh: blocks Trypanosoma brucei pyruvate kinase; 0.12% of 410,000 active; TbPYK enzyme, Kinase-Glo Plus ATP luminescence, 45 min; Q57TT1; Potency, µM (doses to about 76.8 µM), inactives show top-dose activity, negative = inhibition, actives largely listed as inhibitors; note: potency is the fitted concentration of half-maximal effect; % is set by controls: 0 for no effect and ±100 for the full control effect; nearly all actives have a fitted effect of over 50% in size
#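 In this concentration-response screen, enzyme-free wells defined baseline while DMSO plates tracked drift. Each reaction combined TbPYK, substrate, compound and 130 uM ADP for 45 min at room temperature. Kinase-Glo Plus luminescence gave the signal.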
# Shiga toxin inh: Shiga toxin inhibition | Vero cells, Shiga toxin protein synthesis inhibition reporter | inhibition, % at 38.7 µM | 9.2% of 290,000 active | AID 2315; in the data active = inhibition mostly above about 28%, no sharp cut-off; inactive = mostly below about 43%; note: 0% is about no effect
# CHX counter: counter-screen for Shiga toxin inhibitors: cycloheximide protein synthesis inhibition | cell reporter, cycloheximide protein synthesis inhibition counterscreen | max response, % | 12% of 300,000 active; in the data active = max response mostly above about 13%, no sharp cut-off; inactive = mostly below about 14%; note: read at 38.3 µM for the half of the compounds with a filed dose; 0% is about no effect
# Pf growth 96h: P. falciparum growth inhibition at 96 hour, primary screen for plastid delayed-death inhibitors | P. falciparum luciferase reporter growth, 96 h | Potency, µM (titrated, usually from 28.7 µM), inactives show at the highest dose activity change, negative = inhibition, most hits filed as inhibitors | 6.9% of 320,000 active; note: potency is the fitted concentration of half-maximal effect; % is set by controls: 0 for no effect and ±100 for the full control effect
#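 Two parasite generations (96 h, 37 C, 5% CO2) of compound exposure in infected erythrocytes (0.05% parasitemia, 2% hematocrit). Luciferase-reporter P. falciparum; decreased luminescence indicates inhibited growth, aimed at apicoplast-acting delayed death.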
# AMA1 RON2 block: AMA1-RON2 (P. falciparum) interaction inhibition | Potency, µM (highest dose often 58.2 µM), without a hit: at the highest dose activity change, negative = inhibition, usual class: inhibitors | 0.2% of 360,000 active | AlphaScreen AMA1-biotinylated RON2 peptide binding | AID 720542;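 note: potency is the fitted concentration of half-maximal effect; 0% = vehicle wells and -100% = peptide control; nearly all actives have a fitted effect of over 45% in size; some results filed as inactive show a strong effect at the top dose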
#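 AMA1 (3D7) with his tag at 25 nM final met compounds first, then biotinylated RON2 peptide at 25 nM; detection used donor plus acceptor beads, 10 µg/mL apiece, read by AlphaScreen after 30 min at room temperature.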
# Pf growth 48h: inhibits P. falciparum growth in the first generation, 48 h. P. falciparum luciferase growth in erythrocytes, 48 h. Potency, µM (doses to about 28.7 µM), inactives show top-dose activity change, negative = inhibition, usual class: inhibitors. 5.9% of 310,000 active. AID 504832; note: potency is the fitted concentration of half-maximal effect; % is set by controls: 0 for no effect and ±100 for the full control effect
#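 Erythrocytes infected with P. falciparum carrying an integrated firefly luciferase reporter (2% hematocrit, 0.1% parasitemia final) were exposed to compounds in RPMI 1640 with 0.5% Albumax at 37 C, 5% CO2. Growth inhibition was scored as reduced luminescence.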
# * hit, by the source's call; i = inactive; ? = inconclusive; . = not tested or not shown; & = joins results of further samples; [ ] = remark or other dose. Unless noted, calls come from the whole dose curve; as a rule, active = well fitted curve in the direction sought with a large enough effect; inconclusive = small, poorly fitted or top-dose-only effect, or another doubt; inactive = no such curve, though single readings can be large; an effect the other way counts as inactive or inconclusive. Rows were taken by chance; about 21% have a hit in one of these screens.
entry	Molecule	LmPK inh	Tb PYK inh	Shiga toxin inh	CHX counter	Pf growth 96h	AMA1 RON2 block	Pf growth 48h
1	Cc1ccc(CNS(=O)(=O)/C=C/c2ccc3c(c2)OCO3)cc1	-1%	4%	2	8	47%[activator]	10%	17%
2	COc1cccc(/C=C/C(=O)c2ccc(NC3=NCCCS3)cc2)c1	-16%	-9%	54	18	33%[activator]	-5%	-22%
3	COc1ccc(F)cc1CN1CCN(c2cc(C)nc3c4c(C)cc(C)nc4nn23)CC1	3%	.	-20	-2	?	.	15µM*
4	COc1ccccc1NC(=O)C(C)N(C)Cc1ccc(Cl)s1 (configuration not stated)	2%	-10%	10	4	?	?	8.3µM*
5	COc1ccc2c(c1)c(=O)oc1cc(OC(C(=O)O)c3ccccc3)ccc12 (configuration not stated)	-5%	-18%	-12	-3	5%	4%	8%
6	C=CCc1cccc(/C=N/NC(=O)C(C)Nc2cccc(C)c2)c1O (configuration not stated)	-1%	6%	2	-6	87%[activator]	63%[activator]	13µM*
7	COc1ccccc1NC(=O)c1c(Br)cnn1C	-1%	3%	-5	4	31%[activator]	7%	3%
8	N/C(=N\OC(=O)Nc1ccc(Cl)cc1)c1ncc(C(F)(F)F)cc1Cl	7%	-3%	-3	9	26%	11%	.
9	O=C(CCc1nnc(CCc2c[nH]c3ccccc23)o1)NC1CCC1	-2%	-26%	180*	53*	-14%	29%	6%
10	COc1ccc(NC(=O)CN(C)CC(=O)Nc2ccc3c(c2)CCC3)cc1	3%	-14%	-7	-1	23%	10%	6%
11	CC(=O)N1CCN(C(=O)c2cccc(S(=O)(=O)Nc3c(C)n(C)n(-c4ccccc4)c3=O)c2)CC1	.	6%	.	.	2%	-11%	55%[activator]
12	CCOC(=O)C1CCN(C(=O)Cc2c(C(=O)O)[nH]c3ccccc23)CC1	0%	2%	-10	-3	?	19%	10%
13	CCCc1c(C)nc(N2CCN(c3ccc(F)cc3)CC2)[nH]c1=O	7%	-2%	-23	-3	65%[activator]	16%	-19%
14	Cc1noc(N)c1C(=O)Nc1ccc(C(C)(C)C)cc1	?	-9%	136*	40*	7%	-2%	292%[activator]
15	O=C(CSc1ncnc2scc(-c3ccccc3)c12)NCc1ccc2c(c1)OCO2	0%	11%	-5	-4	?	-8%	?
16	Cc1cc(C)cc(C(=O)NC(CC(N)=O)c2ccc(NC3CCCCCCCCCCC3)c([N+](=O)[O-])c2)c1 (configuration not stated)	-5%	2%	-4	-3	13%	-6%	34%[activator]
17	Fc1ccccc1CNCCC(Cc1ccccc1)c1ccc2c(c1)OCO2 (configuration not stated)	4%	-5%	-7	-6	-14%	-29%	?
18	Cc1oc2c(C)c3oc(=O)c(CCC(=O)N4C[C@H]5C[C@@H](C4)c4cccc(=O)n4C5)c(C)c3cc2c1C	-1%	-2%	-6	-1	12µM*	0%	?
19	Cc1cccc(CNC(=O)Cn2ccc3cc(S(=O)(=O)N4CCCCCC4)ccc32)c1	-6%	3%&3%	12	-2	194%[activator]	16%	-17%
20	O=C(CCc1nc(-c2ccccc2)no1)NCc1ccco1	4%	-15%	16	12	i	-10%	15%
21	COc1ccc(N(C(=O)COc2ccc(F)cc2)S(=O)(=O)c2ccc(C)cc2)cc1	-1%	-11%	-9	-4	?	14%	0%
22	O=C(NCCN1CCc2ccccc2C1)C1CCN(S(=O)(=O)N2CCCCC2)CC1	-6%	3%	1	-4	-20%	-3%	?
23	CCOCCCNC(=O)C1CCN(C(=O)Nc2ccc(Cl)cc2)CC1	-9%	0%	-8	-2	3%	30%	0%
24	O=C(CN(C(=O)CNC(=O)c1ccco1)c1ccc2c(c1)OCCO2)NC1CCCCC1	-3%	0%	14	-1	-23%	-15%	-12%
25	O=C(NCCS(=O)(=O)N1CCCCCC1)c1ccccc1	.	-4%	.	.	7%	-3%	2%
26	NCCSC1CC(=O)N(c2ccc(F)cc2)C1=O (configuration not stated)	-5%	0%	30	8.3*	9.3µM*	1%	29%
27	CCOC(=O)N1CCC(NC(=O)CSCc2nc(-c3cccc(OC)c3)oc2C)CC1	-1%	-7%	1	-3	?	-2%	-22%
28	O=C(Nc1ccc(N2CCN(C(=O)c3ccco3)CC2)cc1)c1cc(Br)ccc1Cl	.	-14%	.	.	10µM*	-5%[11.6 µM]	13µM*
29	Cc1cc(C)n(C(=O)CNc2ccc(C)c(C)c2)n1	-15%	0%	29	32*	458%[activator]	-14%	6%
30	CCCCC12CN3CCN(CC(C3)/C1=N\NC(=O)Nc1ccccc1)C2	-1%	-1%	-10	-5	?	?	?
31	O=C(NC1CCCCC1)NC1CCN(C(=S)NCc2ccco2)CC1	0%	-4%	3	-2	-1%	-2%	?
32	CC1CCC(NC(=O)COC(=O)c2ccco2)CC1 (configuration not stated)	.	0%	.	.	5%	-3%	-18%
33	O=C(C1=NN[C@@H]2C(=O)N(c3ccccc3C(F)(F)F)C(=O)[C@H]12)c1ccc2ccccc2n1	3%	0%	-11	-7	-20%	-9%	5%
34	O=C(O)Cn1c(=S)sc2ccccc21	3%	-2%	14	9	21%	6%	30%[activator]
35	CCc1ccc(C(=O)NNC(=O)C2CSC3(C)CCC(=O)N23)cc1 (configuration not stated)	.	-8%	.	.	2%	43%[activator]	-22%
36	COc1ccc(-c2cn[nH]c2-c2ccc(OC)cc2O)cc1	0%	-16%	-4	16	12µM*	76%[activator]	9.3µM*
37	CCn1nc(C(=O)NNC(=O)c2ccccc2OCc2c(C)noc2C)c2ccccc2c1=O	.	0%	.	.	?	127%[activator]	?
38	COc1ccccc1Nc1nc(NCCO)nc(N)c1[N+](=O)[O-]	0%	3%	-10	-5	?	-19%	?
39	Cc1ccc(NC(=O)CCCC(=O)OC(C)C(=O)c2ccccc2)cc1 (configuration not stated)	0%	-5%	-3	-3	0%	-4%	14%
40	O=C(CCNC(=O)C1CCN(S(=O)(=O)c2ccccc2)CC1)NCCc1cccc(F)c1	3%	-8%	-6	-3	?	-1%	1%
41	COc1ccccc1-n1cccc1C=O	0%	-3%	-15	-1	7%	0%	17%
42	COc1ccccc1/C=C1/C(=O)N(c2cc(C)cc(C)c2)C(c2cccc([N+](=O)[O-])c2)S1(=O)=O (configuration not stated)	0%	2%	3	-4	52%[activator]	-1%	-21%
43	CC(C)S(=O)(=O)C1=NSC2=NC(=O)/C(=C\c3ccc(-c4ccccc4)o3)C(=N)N21	-3%	3%	7	-5	107%[activator]	11%	4%
44	O=C(Nc1ccc(C(=O)Oc2ccccc2)c(O)c1)c1ccccc1	-1%	-1%	82*	28*	18%	30%[activator]	?
45	COc1ccc(C(=O)OCC(=O)N2CCC(C)CC2)cc1S(=O)(=O)N1CCOCC1	.	-11%	.	.	11%	27%	24%
46	O=C(Nc1ccc(OC(=O)c2cccnc2)cc1)c1cccnc1	-6%	-1%	-15	0	5%	-9%	?
47	O=C(NCCCCCCCCCNC(=O)C(F)(F)F)C(F)(F)F	5%	-3%	21	9	87%[activator]	5%	14%
48	COc1ccc(N(C)C(=O)Nc2ccc3nsnc3c2)cc1	-3%	-6%	38	11	-28%	-30%	11%
49	CCn1c(SCc2ccc(F)cc2)nc2c(c1=O)SCC2	3%	-2%	3	-3	?	?	?
50	Cc1oc(-c2ccccc2Cl)nc1CS(=O)CC(=O)N1CCN(c2ccccc2)CC1 (configuration not stated)	3%	2%	-2	1	?	-17%	4%
51	O=C(CCSCCC(=O)Nc1c(F)c(F)c(F)c(F)c1F)Nc1c(F)c(F)c(F)c(F)c1F	4%	-5%	9	11	62%[activator]	-3%	7%
52	CCCc1cc(C(=O)Nc2ccc(C)cc2)no1	-3%	6%	127*	34*	1%	-2%	.
53	Cc1cccc(NC(=O)CCNS(=O)(=O)c2ccc3[nH]c(=O)oc3c2)c1	-5%	-6%	5	-3	?	4%	5%
54	Cc1ccc(Cc2c(C)nc3nc(SCC(=O)NCCCN4CCCCCC4)nn3c2C)cc1	4%	5%	-4	-5	10µM*	-10%	?
55	O=C(CNC(=O)c1ccc(Cl)cc1)OCC(=O)N1CCCC1	9%	-4%	-17	-3	20%	-6%	22%
56	Cc1ccc(Cl)cc1NC(=O)COC(=O)Cn1cnc2c1c(=O)n(C)c(=O)n2C	-1%	-3%	5	-4	7%	5%	19%
57	CCOC(=O)C1=NN(c2ccc(C)cc2)CC1C(=O)OC (configuration not stated)	-1%	-1%	-2	5	5.9µM*	47%[activator]	12%
58	CC1(C)CC(=O)C(/C=N/c2ccccn2)=C(O)C1	-9%	4%	11	7	-38%	9%	-10%
59	Cn1c(N)c(C(=O)Nc2c(Cl)cccc2Cl)sc1=S	5%	-10%	10	-2	?	-2%	?
60	CCCC(=O)NC(=S)Nc1cccc(NC(=O)c2ccccc2)c1	0%	5%	-8	4	?	15%	15%
61	COc1ccccc1N1CC(C(=O)Nc2nc(C)cs2)CC1=O (configuration not stated)	.	-8%	.	.	-2%	-1%[11.6 µM]	-6%
62	Cc1c(Nc2c3ccccc3nc3ccccc23)c(=O)n(-c2ccccc2)n1C	3%	3%	-7	12	?	0%	?

# A different layout for part of the listing above.
# Value order: LmPK inh	Tb PYK inh	Shiga toxin inh	CHX counter	Pf growth 96h	AMA1 RON2 block	Pf growth 48h
53: Cc1cccc(NC(=O)CCNS(=O)(=O)c2ccc3[nH]c(=O)oc3c2)c1
 : -5%	-6%	5	-3	?	4%	5%
54: Cc1ccc(Cc2c(C)nc3nc(SCC(=O)NCCCN4CCCCCC4)nn3c2C)cc1
 : 4%	5%	-4	-5	10µM*	-10%	?
55: O=C(CNC(=O)c1ccc(Cl)cc1)OCC(=O)N1CCCC1
 : 9%	-4%	-17	-3	20%	-6%	22%
56: Cc1ccc(Cl)cc1NC(=O)COC(=O)Cn1cnc2c1c(=O)n(C)c(=O)n2C
 : -1%	-3%	5	-4	7%	5%	19%
57: CCOC(=O)C1=NN(c2ccc(C)cc2)CC1C(=O)OC (configuration not stated)
 : -1%	-1%	-2	5	5.9µM*	47%[activator]	12%
58: CC1(C)CC(=O)C(/C=N/c2ccccn2)=C(O)C1
 : -9%	4%	11	7	-38%	9%	-10%
59: Cn1c(N)c(C(=O)Nc2c(Cl)cccc2Cl)sc1=S
 : 5%	-10%	10	-2	?	-2%	?
60: CCCC(=O)NC(=S)Nc1cccc(NC(=O)c2ccccc2)c1
 : 0%	5%	-8	4	?	15%	15%
61: COc1ccccc1N1CC(C(=O)Nc2nc(C)cs2)CC1=O (configuration not stated)
 : .	-8%	.	.	-2%	-1%[11.6 µM]	-6%
62: Cc1c(Nc2c3ccccc3nc3ccccc23)c(=O)n(-c2ccccc2)n1C
 : 3%	3%	-7	12	?	0%	?

# From PubChem
